# PKM2 activator: PKM2 (human) enzyme activation; P14618; purified PKM2, Kinase-Glo ATP luminescence, activation; response scale: 0% is enzyme alone, no compound; Potency, µM (doses to about 57.5 µM), inactives show top-dose activation, actives largely listed as activators; 260,000 tested, 0.34% active; AID 1631; also: potency is read from the fitted curve at half-maximal effect; % is scaled to controls: 0 for no effect and ±100 for the full control effect; nearly all actives have a fitted effect of over 55% in size
# Target sequence (P14618 whole entry, looked up): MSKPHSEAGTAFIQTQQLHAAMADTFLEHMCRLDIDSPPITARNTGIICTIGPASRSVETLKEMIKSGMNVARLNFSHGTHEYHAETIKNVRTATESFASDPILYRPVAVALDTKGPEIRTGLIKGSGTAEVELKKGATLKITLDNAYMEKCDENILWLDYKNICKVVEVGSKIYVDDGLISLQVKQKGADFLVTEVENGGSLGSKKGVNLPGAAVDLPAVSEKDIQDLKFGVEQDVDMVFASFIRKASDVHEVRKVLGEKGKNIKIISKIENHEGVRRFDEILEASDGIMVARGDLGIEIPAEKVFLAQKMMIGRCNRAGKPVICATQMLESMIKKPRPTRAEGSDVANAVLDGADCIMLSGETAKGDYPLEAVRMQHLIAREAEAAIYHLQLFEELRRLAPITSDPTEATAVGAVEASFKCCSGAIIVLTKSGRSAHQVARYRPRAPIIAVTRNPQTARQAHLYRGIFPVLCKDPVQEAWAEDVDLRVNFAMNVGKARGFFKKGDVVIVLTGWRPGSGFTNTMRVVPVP
#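 Kinase-Glo luminescence reports ATP generated from ADP (0.1 mM) and PEP (0.5 mM) by purified hPK-M2 after 1 h at room temperature, pH 7.2 imidazole buffer; intermediate enzyme activity allows detecting inhibitors and activators.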
# Gal4-VP16 FLuc: inhibits Gal4-VP16 luciferase reporter, ROR gamma counter-screen; Drosophila S2 Gal4-VP16 UAS-luciferase, luminescence, 20 h; Potency, µM (titrated, usually from 53.6 µM), inactives show at the highest dose activity, negative = inhibition, actives largely listed as inhibitors; 310,000 tested, 3.5% active; AID 2546;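 also: Gal4-VP16 expression switched on by copper sulfate through the metallothionein promoter; potency is read from the fitted curve at half-maximal effect; % is scaled to controls: 0 for no effect and ±100 for the full control effect; nearly all actives have a fitted effect of over 50% in size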
# ELG1 genotoxic: inducers of genotoxicity in HEK293T ELG1-luciferase cells. HEK293T ELG1-luciferase reporter, luminescence, 16 h. Potency, µM (titrated, usually from 46 µM), without a hit: top-dose activity change, positive = activation, hits mostly activators. 330,000 tested, 1.3% active. AID 504466; also: potency is read from the fitted curve at half-maximal effect; % of control where 0% means no effect; nearly all actives have a fitted effect of over 60% in size
#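 DMSO vehicle served as control against compound-treated ELG1-luciferase HEK293T cells; exposure lasted 16 hr at 37 °C and 5% CO2, followed by ONE-Glo luminescence detection after 30 min.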
# p53 reactivator: re-activators of mutant p53. H1299 p53-A138V BP100-luciferase reporter, luminescence, 24 h. 320,000 tested, 0.063% active. Potency, µM (highest dose often 92.2 µM), without a hit: at the top dose activity change, positive = activation, usual class: activators; also: potency is read from the fitted curve at half-maximal effect; % of control where 0% means no effect; nearly all actives have a fitted effect of over 45% in size
#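 p53-null H1299 cells stably carrying temperature-sensitive p53-A138V and a BP100-luciferase reporter were pinned with compounds (4-point, 1:5 series) and held 24 hrs at 37 deg C. Luminescence was read 10 min after detection reagent.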
# Rab9 prom act: activates the Rab9 promoter; Huh7 Rab9 promoter-luciferase reporter, luminescence, 24 h; Potency, µM (series often up to 9.22 µM), without a hit: top-dose activation, negative = inhibition, usual class: activators; 320,000 tested, 2.8% active; also: potency is read from the fitted curve at half-maximal effect; % of control where 0% means no effect; nearly all actives have a fitted effect of over 60% in size
#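 Measured in stably transfected Huh7 cells bearing a Rab9 promoter–luciferase construct: 24 h compound treatment at 37 °C, followed by luminescence detection.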
# RORgamma inh: inhibitors of mouse ROR gamma transcriptional activity | Drosophila S2 Gal4-RORgamma UAS-luciferase reporter, 20 h | 310,000 tested, 5.4% active | P51450 | Potency, µM (titrated, usually from 53.6 µM), inactives show top-dose activity change, negative = inhibition, actives largely listed as inhibitors | AID 2551; also: potency is read from the fitted curve at half-maximal effect; % is scaled to controls: 0 for no effect and ±100 for the full control effect; nearly all actives have a fitted effect of over 60% in size
# Target sequence (P51450 whole entry, looked up, the tested form may be a part): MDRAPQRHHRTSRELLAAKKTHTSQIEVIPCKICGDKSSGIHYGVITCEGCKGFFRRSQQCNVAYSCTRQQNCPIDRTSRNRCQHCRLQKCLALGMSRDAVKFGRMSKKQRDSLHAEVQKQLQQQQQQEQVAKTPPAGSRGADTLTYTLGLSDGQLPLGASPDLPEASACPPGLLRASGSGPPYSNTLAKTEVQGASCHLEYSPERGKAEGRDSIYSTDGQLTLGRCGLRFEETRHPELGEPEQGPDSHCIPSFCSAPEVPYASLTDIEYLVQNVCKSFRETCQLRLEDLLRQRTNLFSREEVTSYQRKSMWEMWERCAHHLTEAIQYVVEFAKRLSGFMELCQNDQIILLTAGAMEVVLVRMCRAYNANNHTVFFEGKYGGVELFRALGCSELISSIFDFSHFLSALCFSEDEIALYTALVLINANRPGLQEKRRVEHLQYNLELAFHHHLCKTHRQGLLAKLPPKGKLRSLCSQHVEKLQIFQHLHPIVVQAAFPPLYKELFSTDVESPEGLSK
#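 In this cell-based reporter format, copper sulfate (700 uM final) drives Gal4–ROR gamma fusion expression from a metallothionein promoter in Drosophila Schneider cells; compounds preincubated 1 hr, reporter read after 20 hr at ambient temperature.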
# BRCA1 expr act: BRCA1 expression activation; MCF7-BRCA1-FFLuc reporter, luminescence, 48 h; response scale: scaled: vehicle 0%, 10 µM genistein 100%; Potency, µM (titrated, usually from 46.1 µM), for the others: top-dose activation, hits mostly activators; 380,000 tested, 1.1% active; AID 624202; also: potency is read from the fitted curve at half-maximal effect; nearly all actives have a fitted effect of over 80% in size; some results filed as inactive show a strong effect at the top dose
#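 Luminescence from a BRCA1-driven firefly luciferase in MCF7 cells was the read-out, taken 15 min after substrate addition following 48 h compound exposure at 37 °C. Data were normalized to a 10 microM genistein control and DMSO vehicle.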
# Menin-MLL TR inh: displaces Texas Red mutant MLL peptide from human menin; O00255; 270,000 tested, 0.23% active; Potency, µM (doses to about 61.6 µM), inactives show at the highest dose FP activity change, negative = inhibition, most hits filed as inhibitors; Menin + Texas Red MLL mutant peptide, fluorescence polarization; active = well fitted inhibition curve with a large enough effect in the polarisation, with a control signal flat, not every such curve was filed as active; inconclusive = small, poorly fitted or top-dose-only effect, or effect the other way, or a change in a side signal; inactive = no such curve, though single readings can be large or run the other way; the % refers to the polarisation; also: potency is read from the fitted curve at half-maximal effect; % of control where 0% means no effect; many of its hits are not listed in these tables
# FLuc counter: inhibits or activates purified firefly luciferase, miR-21 counter-screen | P08659 | purified FLuc, Km substrates, luminescence inhibition | Potency, µM (series often up to 57.5 µM), for the others: top-dose activity change, negative = inhibition, most hits filed as inhibitors | 360,000 tested, 6.9% active;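 also: potency is read from the fitted curve at half-maximal effect; plate controls were vehicle for no effect and reference inhibitor for full effect; nearly all actives have a fitted effect of over 55% in size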
#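 Purified P. pyralis luciferase, 10 nM final, with Km-level 10 uM D-luciferin and 10 uM ATP in 50 mM Tris acetate pH 7.5, 10 mM Mg acetate, 0.01% Tween-20, 0.05% BSA; 6-point qHTS titration about 60 µM downward; luminescence read.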
# NPC1 promoter act: activators of NPC1 promoter; 320,000 tested, 2.4% active; Huh7 NPC1 promoter luciferase reporter, 24 h; Potency, µM (top dose mostly 9.22 µM), for the others: top-dose activation, hits mostly activators; AID 485313;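 also: potency is read from the fitted curve at half-maximal effect; % of control where 0% means no effect; nearly all actives have a fitted effect of over 60% in size; reporter is driven by a mutant NPC1 promoter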
#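 Quantitative HTS used a cell-based reporter: Huh7 cells stably bearing the NPC1 promoter upstream of luciferase were treated with compounds for 24 h, and promoter activation was read as luminescence.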
# Giardia killer: kills Giardia lamblia | AID 540267 | Giardia lamblia trophozoite viability | 340,000 tested, 0.15% active | activity change, % at 7.66 µM, hits read low; in the data active = activity change below about -80%; inconclusive = between about -30% and that limit;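 also: parasites exposed to compound for two days anaerobically before the ATP read; % is scaled to controls: 0 for no effect and ±100 for the full control effect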
#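 Killing of trophozoites was scored by loss of ATP luminescence after a 48 hrs anaerobic exposure to compounds at 37 deg C, using 100 cells per well.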
# * hit, by the source's call; ? = inconclusive; / = no result given; [ ] = remark or other dose. Unless noted, calls follow the shape of the dose curve; as a rule, active = well fitted curve in the direction sought with a large enough effect; inconclusive = small, poorly fitted or top-dose-only effect, or another doubt; inactive = no such curve, though single readings can be large; an effect the other way counts as inactive or inconclusive. Not all compounds are listed. The share of hits here may be higher or lower than overall.
SMILES,PKM2 activator,Gal4-VP16 FLuc,ELG1 genotoxic,p53 reactivator,Rab9 prom act,RORgamma inh,BRCA1 expr act,Menin-MLL TR inh,FLuc counter,NPC1 promoter act,Giardia killer
CC(C)(C)OC(=O)N1CCC(C(=O)NCC2CCCO2)CC1 (centres undefined),2%[11.5 µM],-13%,-4%,?,13%,-3%,2%,-2%,-1%,-5%,4
Cc1cc(C)cc(OCCNS(=O)(=O)c2cccs2)c1,2%,29%,-2%,0%,3%,-2%,-2%,17%,3%,-2%,-2
CCOC(=O)c1ccc(Oc2nc(NC(C)(C)C)nc(N(C)C)n2)cc1,-7%,-3%,-15%,4%,7%,-5%,-33%,-5%,-1%,-1%,-3
COc1cccc(NC(=O)C2CCN(c3ncccn3)CC2)c1,9%,/,21%,?,2%,-16%[0.365 µM],1%,?,?,-3%,-3
O=C(CNC(=O)C1COc2ccccc2O1)N/N=C/c1ccc([N+](=O)[O-])cc1 (centres undefined),-8%,-3%,-5%,-6%,0%,21%,-16%,?,0%,-1%,7
COc1cc(CN2CCNC(=O)C2CC(=O)N(C)Cc2ncc[nH]2)cc(OC)c1 (centres undefined),?,4%,-1%,-4%,-19%,22%,0%,18%,-3%,-30%[inhibitor],2
CC1CCc2[nH]c3ccc(C(=O)N(C)CC(=O)Nc4ccccc4Cl)cc3c2C1 (centres undefined),/,/,2%,0%,-2%,/,-21%,/,?,-4%,-5
O=C1NC(c2cccs2)Nc2ccccc21 (centres undefined),-3%,16%,1%,9%,0%,27%,19%,-15%,-2%,2%,-8
O=[N+]([O-])c1cccc(/C=N/Nc2nc(C(Cl)(Cl)Cl)nc3ccccc23)c1,-5%,-11%,-17%,2%,-3%,10%[10 µM],-63%,?,-1%,-2%,10
CCN(c1ccccc1)S(=O)(=O)c1cccc(C(=O)NCCOc2ccccc2OC)c1,/,/,-3%,-4%,-4%,/,-21%,/,4%,-4%,2
Cc1ccc(C(=O)CCC2CCCC2=O)cc1 (centres undefined),-5%,3%,?,?,?,?,123%,-11%,12µM*,4µM*,11
COc1ccc(C(=O)Nc2cccc(S(C)(=O)=O)c2)cc1,1%,25%,0%,5%,-1%,16%,-3%,10%,17µM*,3%,-19
Cc1ccccc1OCc1nc(-c2cccnc2)no1,0%,4%,-4%,0%,-2%,-14%,?,2%,-1%,-5%,25
Cc1ccc2c(c1)OC(c1ccc3c(c1)OCCO3)CC2=O (centres undefined),/,1%,?,?,1%[1.84 µM],-11%,?,-17%,?,?,-16
Cc1cc(C)cc(Nc2nc3ccc(C)cc3n3cnnc23)c1,/,0%,2%,1%,-3%[1.84 µM],-5%,-18%,9%,-9%,2%,38[activator]
CCOC(=O)c1cccc(NC(=O)COC)c1,-1%,4%,-1%,0%,-2%,12%,2%,2%,1%,2%,15
CCOC(=O)c1ccccc1NC(=O)CSc1nc2ccccc2n1CC(=O)N1CCCC1,0%,0%,2%,-1%,-3%,2%,-16%,-15%,-14%,2%,16
COc1cccc(C2c3[nH]c4ccccc4c3CCN2Cc2cnc(C)s2)c1OC (centres undefined),-1%,0%,-10%,-1%,2%,-19%,-8%,3%,1%,0%,0
CC1(C(=O)OCC(=O)NC(=O)c2ccccc2)CC1(Cl)Cl (centres undefined),/,/,-2%,3%,-2%,/,-10%,/,-17%,-3%,-5
Cc1c(N/N=C(\C#N)C(=O)c2ccc(Cl)cc2)c(=O)n(-c2ccccc2)n1C,1%,3.5µM*,?,18%,-33%[inhibitor],7.1µM*,-94%,?,1%,-11%,-18
CCCS(=O)(=O)c1ccc(COC(=O)c2cccc(NC(=O)C(C)C)c2)cc1,22%,-9%,-4%,3%,0%,29%,-5%,11%,-1%,-2%,30
Cc1cccc(CCNS(=O)(=O)c2cnc[nH]2)c1,7%,8%,2%,-4%,9%,40%,-11%,-19%,1%,-1%,8
CC(C)c1onc(C(=O)N2CCN(c3ccc(F)cc3)CC2)c1[N+](=O)[O-],/,-11%,-5%,10%,1%,-2%,-1%,/,2%,1%,18
CC(=O)Nc1ccc2c(c1)CCCN2C(=O)c1ccccc1,-10%,1%,-1%,-2%,-5%,0%[10 µM],-3%,4%,-1%,-3%,0
COC(=O)CNC(=O)C12CC3(C)CC(C)(CC(C)(C3)C1)C2,-6%,2%,-6%,-16%,2%,-12%,-3%,-7%,1%,-1%,17
# Following part
SMILES,PKM2 activator,Gal4-VP16 FLuc,ELG1 genotoxic,p53 reactivator,Rab9 prom act,RORgamma inh,BRCA1 expr act,Menin-MLL TR inh,FLuc counter,NPC1 promoter act,Giardia killer
COc1ccccc1-c1cc(C(=O)NCc2ccc(F)cc2)no1,1%,-8%,-1%,-16%,0%,17%,-9%,17%,?,-1%,8
CNC(=S)N/N=C/c1ccc(N(C)C)cc1,-12%,7.1µM*,?,3%,2.8µM*,1.6µM*,?,/,?,3.5µM*,-14
Cc1c(NC(=O)c2ccc(S(=O)(=O)N(C)C)cc2)cccc1-n1cnnn1,/,/,-1%,-2%,0%,/,0%,/,1%,-1%,-7
CCC(C)[C@@H](NC(=O)OC(C)(C)C)c1nnc(S(=O)(=O)Cc2cccc(C)c2)o1 (some centres undefined),14%,5µM*,6%,-13%,-8%,3.2µM*,-87%[inhibitor],-13%,?,0%,1
C#CCOc1ccc2c3c(c(=O)oc2c1)CCCC3,27%,1%,?,0%,12%,-7%[1.91 µM],27%,-1%,?,1%,8
N#C/C(=C/c1ccc(Sc2nc3ccccc3[nH]2)o1)c1ccccc1F,1%,?,6%,7%,2%,9%,-64%,-2%,0%,5%,-18
C=C(C)Cn1c(SCC(=O)O)nnc1-c1ccc(OC)cc1,1%,-3%,2%,-1%,2%,-13%,-1%,0%,3%,-1%,-18
Cc1cccc(C)c1Nc1ncnc2ccccc12,/,-3%,0%,-3%,2%,-25%,-17%,5%,3%,-3%,47[activator]
CCN(C1CCCCC1)S(=O)(=O)c1cc(C)ccc1OC,2%,1%,-5%,6%,-5%,-13%,-1%,-14%,-1%,-2%,-4
C/C(N)=C(/C#N)C(=O)COC(=O)c1ccccc1C(=O)c1ccc(C)cc1,/,4%,1%,1%,1%,34%,19%,3%,7%,-7%,-9
O=C(c1ccc2c(c1)C(=O)N(Cc1ccco1)C2O)N1CCOCC1 (centres undefined),-2%,5%,-2%,-2%,5%,-19%,4%,-2%,4%,0%,10
COc1cccc(CNC(=O)CCCC(=O)Nc2cccc([N+](=O)[O-])c2)c1,1%,-2%,12%,-17%,-13%,35%,-3%,33%[activator],0%,0%,8
COc1ccc2c(C(F)(F)F)cc(=O)oc2c1C,-1%,-5%,2%,-3%,-5%,-7%,6%,-7%,-5%,0%,2
CC(C)Oc1cccc(C(=O)NC(=S)Nc2ccccc2)c1,-11%,5µM*,?,?,3.2µM*,?,13µM*,3%,2.4µM*,?,1
COC(=O)CSc1nc(C2CC2)nc2ccccc12,-6%,0%,0%,-5%,-10%,-19%,12%,-6%,-18%,2%,-20
Cc1nc2sc(C(c3cccs3)N3CCN(C(=O)c4ccco4)CC3)c(O)n2n1 (centres undefined),1%,-5%,19%,-5%,1%,?,-18%,4%,2%,-1%,7

# Fetched by compound from the list above (two):
SMILES,PKM2 activator,Gal4-VP16 FLuc,ELG1 genotoxic,p53 reactivator,Rab9 prom act,RORgamma inh,BRCA1 expr act,Menin-MLL TR inh,FLuc counter,NPC1 promoter act,Giardia killer
O=C(c1ccc2c(c1)C(=O)N(Cc1ccco1)C2O)N1CCOCC1 (centres undefined),-2%,5%,-2%,-2%,5%,-19%,4%,-2%,4%,0%,10
COc1ccc2c(C(F)(F)F)cc(=O)oc2c1C,-1%,-5%,2%,-3%,-5%,-7%,6%,-7%,-5%,0%,2

# Structural class: the compounds so far with a Cl atom (4)
SMILES,PKM2 activator,Gal4-VP16 FLuc,ELG1 genotoxic,p53 reactivator,Rab9 prom act,RORgamma inh,BRCA1 expr act,Menin-MLL TR inh,FLuc counter,NPC1 promoter act,Giardia killer
CC1CCc2[nH]c3ccc(C(=O)N(C)CC(=O)Nc4ccccc4Cl)cc3c2C1 (centres undefined),/,/,2%,0%,-2%,/,-21%,/,?,-4%,-5
O=[N+]([O-])c1cccc(/C=N/Nc2nc(C(Cl)(Cl)Cl)nc3ccccc23)c1,-5%,-11%,-17%,2%,-3%,10%[10 µM],-63%,?,-1%,-2%,10
CC1(C(=O)OCC(=O)NC(=O)c2ccccc2)CC1(Cl)Cl (centres undefined),/,/,-2%,3%,-2%,/,-10%,/,-17%,-3%,-5
Cc1c(N/N=C(\C#N)C(=O)c2ccc(Cl)cc2)c(=O)n(-c2ccccc2)n1C,1%,3.5µM*,?,18%,-33%[inhibitor],7.1µM*,-94%,?,1%,-11%,-18

# Bioassay records deposited in PubChem by National Center for Advancing Translational Sciences (NCATS).
